Screening data deposited in PubChem BioAssay by several laboratories.
PRMT1 FP inh: inhibitors of human PRMT1; Q99873; recombinant PRMT1, activity-based probe fluorescence polarization; inhibition, % at 2.79 µM; hit rate 1.3% among 370,000;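 active = inhibition above about 21% made by adding two undisclosed values, limit read from the data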
rCAG RNA binder: molecules binding r(CAG) RNA repeats; r(CAG) RNA repeat, TO-PRO-1 dye displacement fluorescence; inhibition, % at 3 µM; hit rate 1.3% among 370,000; AID 651821;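 active = inhibition above the plate cutoff, the mean of all test compounds on that plate plus 3 SD, cut at about 35% in these data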;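 note: 0% = DMSO alone and 100% = 100 µM mitoxantrone as full dye displacement; higher means more dye released from RNA so lower well fluorescence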
NPR2 activator: GC-B (human) receptor activation; AID 1920062; HEK293-GC-B cells, CNP EC30, cGMP TR-FRET; 0% at EC30 CNP, 100% saturating CNP; activation, % at 10 µM; hit rate 0.11% among 370,000;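 active = activation at 10 µM reaching about 35% in either raw or pattern-adjusted values, limit read from the data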
UHRF1 MBD2 ctr: blocks human UHRF1 binding to methylated DNA | UHRF1 binding to methylated oligo, TR-FRET | inhibition, % at 4.4 µM | Q96T88 | hit rate 0.75% among 370,000; in the data active = inhibition above about 21%;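 note: UHRF1 SRA domain binding a hemimethylated CpG hairpin DNA probe; 0% = median of test compound wells and 100% = reference inhibitor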
MBD2 inh: MBD2-methylated oligo binding inhibition; Q9UBB5; TR-FRET, MBD2 binding to methylated oligonucleotide; inhibition, % at 4.4 µM; hit rate 0.31% among 370,000; in the data active = inhibition above about 13%
Target sequence (Q9UBB5 whole entry, looked up): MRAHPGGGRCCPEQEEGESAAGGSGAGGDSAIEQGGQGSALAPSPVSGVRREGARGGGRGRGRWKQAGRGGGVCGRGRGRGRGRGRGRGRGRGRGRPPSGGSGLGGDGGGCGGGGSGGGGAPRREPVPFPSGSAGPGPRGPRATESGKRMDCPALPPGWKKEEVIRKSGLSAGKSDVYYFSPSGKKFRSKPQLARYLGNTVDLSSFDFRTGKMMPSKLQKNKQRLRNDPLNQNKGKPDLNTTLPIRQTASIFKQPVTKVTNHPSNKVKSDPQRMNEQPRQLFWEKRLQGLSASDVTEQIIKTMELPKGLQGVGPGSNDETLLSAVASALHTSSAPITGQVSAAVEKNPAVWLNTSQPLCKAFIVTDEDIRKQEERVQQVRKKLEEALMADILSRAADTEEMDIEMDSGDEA
GC-A act: GC-A (human) enzyme activation. P16066. HEK293 GC-A cells, cGMP TR-FRET, EC30 ANP; 0% at EC30 ANP, 100% saturating ANP. activation, % at 10 µM. hit rate 0.14% among 370,000. AID 1671463; in the data active = activation above about 40%
SIAE primary: inhibitors of human sialic acid acetylesterase SIAE; Q9HAT2; SIAE FP-Rh probe binding, fluorescence polarization; inhibition, % at 9.66 µM; hit rate 0.69% among 370,000; AID 1053197;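 active = inhibition above a cutoff: mean of compounds within the control limits plus 3 SD of those, cut at about 17% in these data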;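 note: 0% = plate median of compound wells and 100% = probe without SIAE protein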
HTRA1 inhibitor: inhibitors of human serine peptidase HTRA1. recombinant HTRA1, FP-rhodamine activity-based probe, fluorescence polarization. inhibition, % at 5.96 µM. hit rate 0.5% among 340,000. AID 504803; in the data active = inhibition above about 36%;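 note: 0% = enzyme with DMSO and 100% = wells lacking enzyme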
Target sequence (Q92743 whole entry, looked up): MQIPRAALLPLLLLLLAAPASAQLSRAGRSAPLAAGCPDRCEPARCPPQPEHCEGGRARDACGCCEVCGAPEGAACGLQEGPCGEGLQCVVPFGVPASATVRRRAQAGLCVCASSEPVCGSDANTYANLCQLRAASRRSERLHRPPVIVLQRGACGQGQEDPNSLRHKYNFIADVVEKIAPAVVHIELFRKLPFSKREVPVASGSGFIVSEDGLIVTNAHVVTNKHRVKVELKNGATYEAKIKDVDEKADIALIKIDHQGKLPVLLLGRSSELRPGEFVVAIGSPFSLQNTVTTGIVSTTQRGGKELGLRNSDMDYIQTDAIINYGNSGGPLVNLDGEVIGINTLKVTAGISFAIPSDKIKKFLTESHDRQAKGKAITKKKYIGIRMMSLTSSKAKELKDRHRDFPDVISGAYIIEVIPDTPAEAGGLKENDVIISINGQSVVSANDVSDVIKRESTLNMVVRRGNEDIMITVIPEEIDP
mABHD4 FP: ABHD4 (mouse) inhibition, primary FP screen. hit rate 0.54% among 370,000. inhibition, % at 8.92 µM. purified mABHD4, FP-Rh probe fluorescence polarization. AID 720543;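 active = inhibition exceeding the mean over every tested compound plus 3 SD, cut at about 30% in these data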;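 note: 0% = plate median of compound wells and 100% = S159A mutant with DMSO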
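Doses – 8.92 µM, single dose · Material – wild-type mouse ABHD4 protein · Replication – single well per compound (singlicate) · Measure – percent inhibition of probe binding, normalized to plate controls · Schedule – 45 min compound pre-incubation plus 60 min probe step, 25 °C · Detection – fluorescence polarization with parallel and perpendicular emission, 525/598 nm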
TCR-CD3 inh: human TCR-CD3 binding inhibition; TAMRA-labeled TCR probe fluorescence, biochemical; inhibition, % at 9.4 µM; hit rate 0.37% among 360,000; AID 651800; in the data active = inhibition above about 19%;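 note: recombinant mutant TCR 2C K166C tagged with TAMRA read by polarization; 0% = receptor in buffer alone and 100% = receptor with positive control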
Starred values were filed as active, the others as inactive; . = not tested or not shown.

nr	structure	PRMT1 FP inh	rCAG RNA binder	NPR2 activator	UHRF1 MBD2 ctr	MBD2 inh	GC-A act	SIAE primary	HTRA1 inhibitor	mABHD4 FP	TCR-CD3 inh
1	COC(=O)c1sccc1NC(=O)Nc1cccc(OC)c1	2	3	0	4	6	-1	-8	-15	-9	-9
2	Nc1cccc(C2=Nc3cccc4cccc(c34)N2)c1	-5	11	-5	-5	-4	-28	45*	-3	-4	0
3	COc1ccc(-n2cnc3scc(-c4ccc(OC)c(OC)c4)c3c2=O)cc1	3	-4	2	1	-2	0	0	0	3	4
4	O=C(c1ccc(OC2CCN(C/C=C/c3ccc(F)cc3)CC2)cc1)N1CCCCC1	1	-12	9	2	6	-1	-10	1	-15	-12
5	COC(=O)C1=C(C)N(CCCC(=O)O)C(=O)NC1c1ccc([N+](=O)[O-])cc1 (stereo not given)	-1	8	5	5	-3	2	4	2	-3	9
6	CCCCN(CC)C(=O)c1oc2ccc(S(=O)(=O)N3CCCC3)cc2c1C	-2	-6	-5	1	1	2	-1	1	15	5
7	Cc1ccc(NC(=O)COCC(=O)Nc2ccc(C)cc2)cc1	-3	-4	-2	-3	0	0	2	-2	2	-6
8	N#CC1=C(SCc2ccccc2)NC(=O)CC1c1ccccc1 (stereo not given)	1	-2	7	0	-1	3	1	-3	3	-2
9	COc1ccccc1/C=C/C=c1\sc2nc(=O)c(Cc3ccccc3)nn2c1=O	19	40*	2	0	4	24	-14	-31	4	5
10	CCOc1ccccc1N(CC(=O)NC1CCCCC1)S(=O)(=O)c1ccc(C)cc1	-1	-2	-3	0	3	-8	-5	5	6	5
11	CCC(COC)Oc1cc(NCc2ccccc2)c2ncn(C(C)C)c2c1 (stereo not given)	2	0	57*	4	-13	28	5	30	24	5
12	O=C(C1=C[C@@H](c2coc3ccccc3c2=O)C[C@@H](OCCCCO)O1)N1CCN(Cc2ccc3c(c2)OCO3)CC1	0	-6	1	-1	-4	1	-3	-4	7	5
13	Cc1cccnc1NC(=O)CNC(=O)c1cccs1	1	-4	6	-2	-2	3	5	-1	-5	-8
14	Cc1cc(C)nc(SCc2cc(=O)c(OC(=O)c3ccc(S(=O)(=O)N(C)C)cc3)co2)n1	10	-5	-1	1	2	3	9	2	-2	4
15	CC(C)CNC(=O)c1nn(Cc2ccccc2)c(=O)c2ccccc12	4	-1	0	-1	3	6	-5	-8	-4	-7
16	Cc1nn(C)c(Cl)c1CN1CCCC(CCC(=O)NCc2ccccc2F)C1 (stereo not given)	-2	-8	2	-2	-8	4	0	2	-3	1
17	CCOC(=O)c1ccc(S(=O)(=O)Nc2cc(S(=O)(=O)Nc3ccc(OC)cc3)ccc2O)cc1	0	62*	-2	3	-2	2	-5	8	8	4
18	Cc1cccc(C(=O)NCC(=O)N2CCOCC2)c1	-2	1	1	-1	3	0	2	4	-1	4
19	CCOC(=O)[C@]12CCCC=C1N(Cc1cccc3ccccc13)C(=O)[C@H](CC(=O)N1CCCC1)C2	1	1	2	19	7	-8	0	.	-8	-3
20	CCOc1ccc(/C=N/NC(=O)c2ccc(O)cc2)cc1CN1CC2CC(C1)c1cccc(=O)n1C2 (stereo not given)	2	5	-12	-2	-4	-4	-4	-9	-2	1
21	CCN(CC(=O)Nc1ccc(OC)cc1)C(=O)c1ccc(NS(=O)(=O)c2ccc(C(C)=O)cc2)cc1	3	12	1	23*	3	4	0	-6	-5	3
22	C(=C\c1ccccc1)/CSc1nnc(-c2ccccn2)n1Cc1ccco1	4	7	-3	2	2	-4	2	-15	-5	-2
23	O=C(COC(=O)/C=C/c1ccc(Cl)cc1)NC1CCCCCC1	-2	2	3	1	-1	0	-6	10	5	-1
24	COc1cccc(/C=N/Nc2ncnc3scc(-c4ccccc4)c23)c1OC	-1	3	-7	2	-2	-7	1	-20	3	4
25	CCc1cccc(CC)c1NC(=O)COC(=O)CC1c2ccccc2CCN1S(=O)(=O)c1ccccc1 (stereo not given)	-2	-4	-3	5	0	-5	-2	-24	-5	0
26	COc1ccc2c(c1)N(S(=O)(=O)c1ccccc1)CCC2=O	2	0	-2	3	3	-4	-4	6	-4	-1
27	COc1ccc(C)cc1Nc1n[n+](-c2ccccc2)c(-c2c(Cl)cccc2Cl)s1	-5	0	-11	-6	-4	-15	12	.	17	-2
28	CCCNC(=O)C1(C)CCN(C(=O)c2ccc3c(c2)CCO3)C1 (stereo not given)	-2	2	8	1	1	2	5	.	-1	6
29	COc1ccccc1NC(=O)c1ccc(NC(=O)COC(=O)C2CC2C)cc1 (stereo not given)	-6	0	2	1	0	0	-8	-13	-11	4
30	COc1ccc(-c2csc(COC(=O)C(C)(C)C)n2)cc1	-1	-7	6	3	1	6	3	0	-2	2
31	COc1ccc(N2CCN(C(=O)CSc3nnc(-c4cc5ccccc5cc4O)n3C)CC2)cc1	2	5	-5	0	-2	-2	-4	4	1	0
32	Cc1ccc(OCC(=O)NC2CC(C)(C)NC(C)(C)C2)c(C)c1	-3	2	-2	-2	-4	-3	4	-1	4	0
33	CC[C@@]1(C(=O)OC)N[C@H](CN(C)C(=O)NC(C)C)[C@@H]2C(=O)N(Cc3ccccc3)C(=O)[C@@H]21	-1	-3	1	-3	-6	3	9	0	5	3
34	C#CCOCCOCCOCCNc1nc(N2CCN(C(=O)[C@H]([C@@H](C)O)n3cc(CCCCN)nn3)CC2)nc(N2CCN(C(=O)[C@H](CCCCN)n3cc(CC(C)O)nn3)CC2)n1 (stereo not given in full)	-1	-8	5	7	-3	1	0	12	2	-1
35	CCCN(CC(=O)Nc1ccc(Cl)cc1Cl)C(=O)/C=C/c1ccco1	0	-4	3	-1	-1	-1	-6	-6	-2	1
36	O=C(CN(C(=O)c1csnn1)c1ccc(F)c(Cl)c1)NCc1ccc2c(c1)OCO2	1	-4	0	3	3	-1	-9	-4	1	2
37	C=CCOc1ccccc1CN1CCC(Cc2ccccc2)CC1	-1	-4	0	-3	4	-10	12	1	-21	-1
38	O=C(COC(=O)c1cc(NS(=O)(=O)c2cccs2)ccc1O)Nc1ccc(F)c(F)c1F	6	23	-1	6	6	-6	-18	-14	-21	-2
39	O=S(=O)(c1ccc(F)cc1)N1CCN(CC2CC3C=CC2C3)CC1 (stereo not given)	-1	-4	1	1	-5	-4	5	-5	10	1
40	COc1ccc(S(=O)(=O)N2CCOCC2)cc1NC(=O)c1cccc2c(=O)c(C)c(-c3ccccc3)oc12	-1	4	13	-2	0	5	3	-12	-1	2
41	CC1CC(C)CN(S(=O)(=O)N2CCCC(C(=O)NC3CCCCC3)C2)C1 (stereo not given)	-3	-3	0	3	-2	3	-2	3	4	-4
42	CCOCCn1c(=O)c2c(nc3n2CCCN3CCc2ccccc2)n(C)c1=O	6	-5	18	3	8	12	0	9	-13	-3
43	CCOC(=O)C1=C(C)N=c2s/c(=C\c3ccncc3)c(=O)n2C1c1ccc2c(c1)OCO2 (stereo not given)	8	17	-6	0	-4	-19	-11	-27	-7	0
44	C/C(=N\Nc1ccc(Cl)c(C(=O)O)c1)c1ccc[nH]1	32*	33	3	23*	5	2	10	17	35*	-7
45	COc1ccccc1N(C(=O)c1ccco1)C(C(=O)NC1CCCC1)c1ccc(N2CCOCC2)cc1 (stereo not given)	3	-3	-4	0	-1	0	2	9	1	-6
46	Cc1nn(CC#N)c(=O)n1-c1ccc(C(C)C)cc1	3	-3	-1	3	1	-1	-5	4	-2	-4
47	Cc1cc(C)nc(NN=CC2=C(N3CCOCC3)/C(=C/c3ccc(Cl)cc3)CC2)n1	9	21	13	0	-1	14	5	20	16	-5
48	CCCN1Cc2cccc(C(=O)NC(CC(=O)OCC)c3ccc(C)cc3)c2C1=O (stereo not given)	-2	-7	3	3	2	1	8	-4	5	8
49	CCNC(=O)C(=O)NCC1CCCN1S(=O)(=O)c1cccs1 (stereo not given)	1	5	-7	0	-1	2	-1	0	4	-1
50	CC(=O)N1CCCN(S(=O)(=O)c2ccc3c(c2)oc(=O)n3C)CC1	-1	0	6	2	-3	0	3	.	3	.
51	COc1ccc(/C(C)=N/NC(=O)c2ccccc2OCc2ccccc2)c(OC)c1	-2	-2	11	0	-1	11	-24	-32	-5	1
52	COc1ccc(S[C@]2(C(=O)N3CCN(c4ncccn4)CC3)CC(=O)N[C@@H]2c2ccc(OC)cc2)cc1	8	6	3	1	-2	3	-4	.	1	.
53	CC(C)(C)c1cc(CN2CCCCC2)cc(C(C)(C)C)c1O	0	-2	0	3	-1	-3	-1	.	12	8
54	CCOC(=O)[C@@H]1[C@H]2COc3cc(OC)ccc3[C@@H]2N2C(=O)N(c3ccccc3)C(=O)[C@]12C	2	-4	-6	4	0	2	0	-11	2	-3
55	Cn1cnnc1-c1cccc(NS(=O)(=O)c2ccc(N3CCCC3=O)cc2)c1	2	-2	4	0	4	0	-3	1	-2	-6
56	COc1ccc(NC(=O)CSc2nnc(-c3cccc(O)c3)o2)cc1	3	7	0	2	-2	-6	2	-1	5	-3
57	O=C(CSc1nnc(-c2ccncc2)n1Cc1ccccc1)Nc1nccs1	5	-3	6	6	9	8	-7	0	-21	-3
58	Cc1oc2c(C)c(O)ccc2c(=O)c1-c1ccc2ccccc2n1	1	1	-3	4	6	-4	3	0	-8	-1
59	N=C1c2ccccc2CN1NC(=O)CC12CC3CC(CC(C3)C1)C2	-6	8	-2	-5	-5	-4	0	-14	10	-1
60	COC(=O)Nc1ccc(S(=O)(=O)Nc2ccc(O)cc2)cc1	0	1	5	-2	3	2	-3	7	2	0

One compound at a time (already shown). Order of values: PRMT1 FP inh | rCAG RNA binder | NPR2 activator | UHRF1 MBD2 ctr | MBD2 inh | GC-A act | SIAE primary | HTRA1 inhibitor | mABHD4 FP | TCR-CD3 inh
Entry for `CCOC(=O)[C@@H]1[C@H]2COc3cc(OC)ccc3[C@@H]2N2C(=O)N(c3ccccc3)C(=O)[C@]12C` → 2 | -4 | -6 | 4 | 0 | 2 | 0 | -11 | 2 | -3
Entry for `COc1ccccc1N(C(=O)c1ccco1)C(C(=O)NC1CCCC1)c1ccc(N2CCOCC2)cc1` (stereo not given) → 3 | -3 | -4 | 0 | -1 | 0 | 2 | 9 | 1 | -6

Following part:
nr	structure	PRMT1 FP inh	rCAG RNA binder	NPR2 activator	UHRF1 MBD2 ctr	MBD2 inh	GC-A act	SIAE primary	HTRA1 inhibitor	mABHD4 FP	TCR-CD3 inh
61	COC(=O)c1ccc(COc2ccc(C#N)cc2)o1	3	-5	0	-1	-3	2	-4	7	2	-2
62	CCN(c1ccc(NC(=O)COC(=O)/C=C/c2ccco2)cc1)C(C)C	0	3	-1	-3	3	0	1	4	3	-2
63	CCN(CC)C(=O)COc1ccc2c(-c3ccccc3)cc(=O)oc2c1	4	-7	0	2	7	1	0	-6	2	0
64	Cc1ccc(Cl)cc1NC(=S)Nn1cnnc1	0	1	5	-3	2	4	0	0	8	5
65	CC(C)CCn1c(COc2ccccc2)nn(CCC#N)c1=S	-2	-10	-2	-3	1	-13	1	-8	-6	-1
66	Nc1cc(Cl)ccc1Nc1ccncc1	-4	-1	-1	0	-4	1	4	4	3	2
67	CCOC(=O)/C=C1\CC(C(=O)OCC)Oc2c(OC)cccc21 (stereo not given)	1	5	-6	0	1	0	-3	3	-7	0
68	O=C(N/C(=C\c1ccc([N+](=O)[O-])cc1)C(=O)N1CCCCC1)c1ccc(Br)o1	-1	-2	4	0	1	-2	-7	-4	1	9
69	CC(=O)Nc1sc2c(c1C#N)CCC2	-1	-1	2	-1	-6	-2	9	5	2	5
70	CCOc1cc(C(=O)NCc2ccccc2)ccc1OCC(=O)N1CCCCC1	-4	-4	8	1	-3	8	5	8	-2	4
71	O=S(=O)(c1cccc(-c2nnc(-c3ccc(Br)cc3)o2)c1)N1CCCCCC1	0	3	-1	-1	-3	3	3	3	-5	2

Some of the compounds tested; rates above refer to the full screens.
